Screens from PubChem.
EP2 modulator = modulates human prostaglandin E2 receptor EP2 signaling; induction, % at 25 µM; P43116; hit rate 0.83% among 260,000; AID 940; EP2-expressing cells, cAMP HTRF FRET, PGE2 co-stimulation;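 active means compounds whose cAMP rise, as percent of the full-agonist control response, exceeds 60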;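 further: rat C6 glioma line stably carrying human EP2 under a CMV promoter; the protocol text gives 20 µM as final concentration; 100% = response of wells given 1 µM PGE2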
Hck Nef HTS = blocks Nef-activated human Hck kinase; Recombinant Hck-YEEI plus Nef, Z-Lyte FRET kinase assay; hit rate 0.68% among 220,000; inhibition, % at 20 µM; AID 463187; P08631;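 active means Hck-Nef kinase inhibition above about 50%, limit read from the data; inactive means inhibition below that limit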;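 further: 0% = DMSO with Hck plus Nef and 100% = Hck alone without Nef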
Target sequence (P08631 whole entry, looked up): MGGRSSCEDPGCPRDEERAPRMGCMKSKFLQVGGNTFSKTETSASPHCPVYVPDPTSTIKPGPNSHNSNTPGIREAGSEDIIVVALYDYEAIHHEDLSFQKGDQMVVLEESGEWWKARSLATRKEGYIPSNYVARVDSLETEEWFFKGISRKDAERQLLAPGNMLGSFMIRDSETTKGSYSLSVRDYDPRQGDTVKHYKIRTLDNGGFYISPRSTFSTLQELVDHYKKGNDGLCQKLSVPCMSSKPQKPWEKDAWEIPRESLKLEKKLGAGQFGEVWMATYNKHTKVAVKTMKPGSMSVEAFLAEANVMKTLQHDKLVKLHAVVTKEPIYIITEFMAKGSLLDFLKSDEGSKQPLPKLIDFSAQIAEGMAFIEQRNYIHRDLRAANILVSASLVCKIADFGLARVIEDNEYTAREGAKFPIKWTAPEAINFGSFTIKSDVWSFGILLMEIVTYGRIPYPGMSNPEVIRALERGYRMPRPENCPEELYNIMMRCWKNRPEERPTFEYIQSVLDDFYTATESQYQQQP
Tb hexokinase = blocks Trypanosoma brucei hexokinase 1 activity; inhibition, % at 10 µM; recombinant TbHK1, G6PDH-coupled NADH A340; AID 1430; hit rate 0.11% among 220,000;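 active means inhibition of 50% or more in the single-dose primary screen; inactive means inhibition below 50%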
eIF4E 4G PPI = eIF4E/eIF4G interaction inhibition in translation initiation; hit rate 0.37% among 220,000; inhibition, % at 21.7 µM; TR-FRET eIF4E-eIF4GI(517-606) binding, 2 h;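 active means inhibition above about 30%, limit read from the data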;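 further: 0% = full FRET control wells and 100% = background wells lacking eIF4GI fragment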
L929 necroptosis = blocks zVAD induced death of L929 cells | L929 zVAD necroptosis rescue, ATP luminescence, 24 h; with zVAD 60 µM | viability rescue, % at 10 µM | hit rate 0.38% among 220,000;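 active means activation, scaled between plate controls, above about 75%, limit read from the data; inactive means activation under that limit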;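 further: 0% = zVAD with DMSO and 100% = DMSO alone without zVAD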
Rad51 HR inh = blocks human Rad51 in homologous recombination. hit rate 0.085% among 200,000. AID 1385. Q06609. hRad51 DNA strand exchange, fluorescence dequenching. inhibition, % at 10 µM;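 active means inhibition above 40% at the single screening dose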;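 further: 0% = DMSO control wells and 100% = blanks with heterologous ssDNA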
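System: human Rad51 nucleoprotein filaments preassembled on unlabelled ssDNA. Reagent: labelled 47-mer dsDNA for strand exchange. Schedule: 30-min compound preincubation and 15-min exchange, both room temperature. Measured by: FRET fluorescence dequenching, excitation 485 nm, emission 520 nm. Read-out: Fluorescence-based percent inhibition, control- and blank-normalised. Benchmarks: plate controls and plate blanks.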
PGE2 EP2 inh = EP2 receptor (human) inhibition | C6 glioma cells expressing human EP2, cAMP TR-FRET; cells stimulated with saturating PGE2 | P43116 | inhibition, % at 25 µM | hit rate 0.52% among 260,000 | AID 1422;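 active means percent inhibition above 40 after rounding to a whole number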;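 further: rat C6 glioma host cells with rolipram phosphodiesterase inhibitor present; the protocol text gives 20 µM as final concentration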
14-3-3 Bad PPI = disrupts binding of bovine 14-3-3 zeta to phospho-Bad peptide; inhibition, % at 21.7 µM; TR-FRET 14-3-3zeta/Dy647-pBad peptide displacement, 1 h; P63103; hit rate 0.71% among 220,000;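 active means inhibition above about 70%, limit read from the data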;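 further: 0% = full 14-3-3 plus peptide FRET controls and 100% = background without 14-3-3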
Target sequence (P63103 whole entry, looked up): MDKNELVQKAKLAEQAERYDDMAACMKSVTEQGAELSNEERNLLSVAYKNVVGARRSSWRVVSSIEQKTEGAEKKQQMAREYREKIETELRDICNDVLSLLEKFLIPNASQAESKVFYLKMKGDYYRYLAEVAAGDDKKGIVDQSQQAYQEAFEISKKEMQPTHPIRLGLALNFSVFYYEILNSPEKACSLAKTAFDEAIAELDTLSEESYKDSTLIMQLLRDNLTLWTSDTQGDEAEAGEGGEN
m-calpain inh = calpain II (pig) inhibition; inhibition, % at 16 µM; purified calpain II, fluorogenic peptide substrate, 30 min; hit rate 0.37% among 220,000; AID 1236;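 active means inhibition above about 50%, limit read from the data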
Starred values were filed as active, the others as inactive; . = no result given; & = joins results of further samples; [ ] = remark or other dose. The list is partial; rates above refer to the full screens.

SMILES	EP2 modulator	Hck Nef HTS	Tb hexokinase	eIF4E 4G PPI	L929 necroptosis	Rad51 HR inh	PGE2 EP2 inh	14-3-3 Bad PPI	m-calpain inh
COC(=O)C1=NN(c2ccc(C)cc2)C2(S1)SC(C(C)=O)=C(C)N2c1ccccc1 (stereo not given)	63*	-19	-9	-7	0.2	1	7	-4	8
O=C(O)CC(=O)Nc1ccccc1	11	1	-9	-2	0.7	0	13	0	0
C=C(C)Cn1c(-c2ccncc2)n[nH]c1=S	10	11	-7	0	2.9	-5	2	-7	-5
O=C(NCc1ccccc1)c1cc[n+](Cc2ccccc2)cc1	26	17	-1	0	1.4	5	7	-9	10
O=C(Nc1ccc(N2CCCCC2)c(Cl)c1)c1ccc2c(c1)OCCO2	-111&-4	-1	-1	6	0.9	1	7&19	-7	-30
CS(=O)(=O)NCc1ccc(C(=O)NCCOc2ccccc2)cc1	4	0	-3	0	-0.1	0	6	36	-26
CC1CC(C)(C)NC(=S)N1CC(=O)N1CCN(Cc2ccc3c(c2)OCO3)CC1 (stereo not given)	-4	24	-3	3	1.5	12	15	-3	7
O=C(/C=C\Nc1ccccn1)c1ccccc1	-2	6	-23	-7	0.8	16	7	-5	-37
CCn1c(COc2ccc(C)cc2)nnc1SCC(=O)Nc1cc(OC)ccc1OC	-5	1	-6	-2	-0.4	0	6	-3	-11
CC(C)Oc1ccccc1OCCN(C)C	14	3	26	-1	-0.6	3	6	-1	-18

Compound profiles (already shown):
CCn1c(COc2ccc(C)cc2)nnc1SCC(=O)Nc1cc(OC)ccc1OC as listed: EP2 modulator = -5; Hck Nef HTS = 1; Tb hexokinase = -6; eIF4E 4G PPI = -2; L929 necroptosis = -0.4; Rad51 HR inh = 0; PGE2 EP2 inh = 6; 14-3-3 Bad PPI = -3; m-calpain inh = -11
O=C(/C=C\Nc1ccccn1)c1ccccc1 as listed: EP2 modulator = -2; Hck Nef HTS = 6; Tb hexokinase = -23; eIF4E 4G PPI = -7; L929 necroptosis = 0.8; Rad51 HR inh = 16; PGE2 EP2 inh = 7; 14-3-3 Bad PPI = -5; m-calpain inh = -37

Next part.
SMILES	EP2 modulator	Hck Nef HTS	Tb hexokinase	eIF4E 4G PPI	L929 necroptosis	Rad51 HR inh	PGE2 EP2 inh	14-3-3 Bad PPI	m-calpain inh
CCCCNC(=S)N(C)/N=C/c1ccc(OCc2ccc(C(=O)OC)cc2)c(OC)c1	8	1	-21	3[fluorescence artefact?]	1.0	.	2	-7	15
Cc1[nH]c2ccccc2c1C(=O)CN1CCC2(CC1)OCCO2	-2	0	-5	7	0.4	-1	10	-12	-12
CN(C)/C=C(/C(=O)c1ccc(F)cc1)S(=O)(=O)c1ccc(F)cc1	-6	5	-4	-2	-0.2	-46	6	0	-15
O=C(Nc1ccc([N+](=O)[O-])cc1)c1cc(-c2ccccn2)nc2c(Cl)cccc12	5	33	2	15	0.3	.	6	71*	4
Cc1cc(NC(=O)CSc2ccc3nnc(-c4ccccc4)n3n2)no1	5	0	-2	8	-0.4	-3	6	-1[fluorescence artefact?]	-122
COc1ccc(CN2CCN(CC(O)Cn3c4ccccc4c4ccccc43)CC2)cc1 (stereo not given)	-81	4	-5	1	5.2	-4	7	-26	17
COc1ccc(C2=NOC(C(=O)NC(C)(C)C)C2)cc1 (stereo not given)	-4	3	29	4	-0.3	1	9	-2	-30
Cn1nccc1C(=O)Nn1cnnc1	-12	-3	5	-6	1.5	1	12	7	-24
COc1ccc(C(=O)Nn2cnnc2)c(OC)c1	28	-1	-5	3	0.8	8	6	-4	11
C/C(=C\c1ccccc1)CN(C)CCN(C)C	0	0	3	4	1.2	-1	7	24	-29
O=C(O)c1cnn2c1NC(c1ccc(F)cc1)CC2C(F)(F)F (stereo not given)	2	1	-12	5[fluorescence artefact?]	-1.1	0	7	4	0
CCN1CCN(C(=O)CCc2nc3ccccc3c(=O)[nH]2)CC1	6	1	0	1[fluorescence artefact?]	0.1	2	10	-2	-6
O=S(=O)(Nc1cccc(-c2cn3cccnc3n2)c1)c1ccc(-c2ccccc2)cc1	-79	3	-13	-7	0.1	.	.	7	-167
O=C(COC(=O)c1cccnc1Cl)NCC1CCCO1 (stereo not given)	3	-1	-4	-6	3.5	2	4	-8	-10
C/C(=N\NC(=O)c1ccc(N/N=C(\C)c2ccc(O)cc2)cc1)c1ccc(O)cc1	-43	-29	-127	-3	0.9	.	15	1	-30
COC(=O)c1cc(OC)c(OC)cc1NC(=S)N1CCCCC1	-37	0	-6	7[fluorescence artefact?]	0.1	-4	9	-21	30
CCn1c(C)c(CS(=O)(=O)c2ccccc2)[nH]c1=O	-37	7	0	10	6.5	1	5	-8	-1
Cc1ccccc1Cn1c(O)c(N=NC(=S)Nc2ccccc2F)c2ccccc21	6	45	3	-1	-1.2	4	5	-22	-94
CC(C)NC(=O)NS(=O)(=O)c1cnccc1NC1CC2CCC1C2 (stereo not given)	0	1	3	2	-0.2	4	8	0	-14
Cc1cc(NC(=O)CSc2nnc(-c3ccco3)n2Cc2ccccc2)no1	-18	6	-2	6	-0.4	-8	18	0[fluorescence artefact?]	13
COc1cccc(CNC(=O)CSc2ccc(-c3ccccn3)nn2)c1	-10	16	5	-5	2.0	0	3	-10	18
Cc1cccc(CCNC(=O)C2CCC(=O)N2Cc2ccc(F)cc2)c1 (stereo not given)	-15	3	-3	5	-0.2	8	4	7	3
COC(=O)CSc1nnc(SCc2ccc(Cl)cc2)s1	21	0	-1	-2	0.0	1	7	-10	18
CCC(C(=O)NCc1ccncc1)c1ccccc1 (stereo not given)	-17	20	-3	-1	0.1	6	6	-9	-27
CCC1CCCCN1C(=O)COc1cc(=O)n(C)c2ccccc12 (stereo not given)	4	1	-3	2	0.8	-1	6	4	21
Cc1nonc1C(=O)N/N=C/c1ccc([N+](=O)[O-])o1	17	22	-19	0	-0.8	0	2	-6	-10
O=C(O)c1ccc(CSCc2ccccc2F)o1	19	0	3	4	0.8	.	12	-3	2
O=C(NCCc1c[nH]c2ccccc12)c1cc(S(=O)(=O)N2CCCCC2)ccc1N1CCOCC1	5	2	23	2	0.9	-6	15	8	-22
Cc1cc(NC(=O)COC(=O)CCCOc2ccc(Cl)cc2C)no1	-5	3	55*	-1	-0.2	-3	13	8	27
COc1cc(C(=O)NC2CC3CCCC(C2)N3CC(=O)Nc2ccccc2)cc(OC)c1OC (stereo not given)	-33	1	8	-8	0.0	-6	6	-1	0
Cn1c(SCC(=O)NCc2ccco2)nc2ccccc2c1=O	-2	7	-4	1[fluorescence artefact?]	-0.1	0	15	-3[fluorescence artefact?]	-29
Cc1ccc(S(=O)(=O)NCCCCCC(=O)N(C)C)cc1	-22	2	-5	3	1.1	1	6	16	-3
CC(=O)c1ccc([C@@H]2C[C@]34CN(Cc5cccc(C(F)(F)F)c5)S(=O)(=O)[C@H]3C[C@H]2O4)cc1	-28	23	-10	0	0.5	4	11	-1	-8
S=c1nc(-c2ccccc2Cl)[nH][nH]1	27	17	-5	0	2.3	-2	11	-6	-26
CC(C)CCn1c(=O)c2ccccc2n2c(CN3CCOCC3)nnc12	-18	16	-2	-3	1.6	1	10	2	-6
COc1ccc(/C=C2\SC(=O)N(CC(=O)Nc3cccnc3)C2=O)cc1OC	5	13	-26	-2	5.7	0	6	-9	1
CC(=O)NC1C(c2nc3ccccc3s2)=C(c2ccccc2)C(=O)N1c1ccc(C)cc1 (stereo not given)	20	11	-31	-22	0.1	-8	9	9	-117
Cc1nc2ccccc2n1CCN1CCOCC1	16	23	5	3	-0.4	.	4	20	-20
CCCCn1nnnc1SCC(=O)N1CCCC1	2	0	-2	6[fluorescence artefact?]	-0.3	3	6	-6	3
CSc1nc(SCC(=O)NCc2ccco2)c2c3c(sc2n1)CN(C)CC3	8	3	-35	-13	0.3	2	8	-9	-231
CCCN(CCC)C(=O)CCS(=O)(=O)c1cccc2nsnc12	25	0	-8	4	-0.2	2	4	4	-5
Cc1nnc(SCC(=O)Nc2ccccc2)n(N)c1=O	18	13	-4	-3	1.5	7	4	-13	-33
O=C(c1nc2ncccn2n1)N1CCc2ccccc2C1	15	1	1	-2[fluorescence artefact?]	0.3	7	15	10[fluorescence artefact?]	2
CCOc1ccc(C(=O)N(CN2CCCC2=O)c2cccc(Cl)c2)cc1	15	20	3	-5	-0.9	13	1	-18	-8
O=C(O)Cn1cc(/C=c2/sc3nc4ccccc4n3c2=O)c2ccccc21	-54	33	34	-4	0.3	-20	4	-14	-114
NC(=O)NC(=O)CSc1nc(-c2ccccc2)c(-c2ccccc2)n1CC1CCCO1 (stereo not given)	4	-2	0	8	0.3	-2	8	0	-3
COc1ccccc1CNS(=O)(=O)c1c(C)[nH]c(=O)[nH]c1=O	-18	2	-4	-2	0.1	1	18	11	0
O=C(CN1CCN(c2ccccc2O)CC1)Nc1ccc([N+](=O)[O-])cc1Br	-53	-6	1	5	-1.0	-4	9	-4	-32
Brc1ccccc1-c1nnc(CSc2nnnn2-c2ccccc2)o1	-10	2	-7	-10	2.2	-6	23	-18	-127
COc1cccc(CNC(=O)CCC2CCCN(Cc3cc(Cl)ccc3O)C2)c1 (stereo not given)	2	12	7	-1	-0.3	-13	6	-9	-8

Other compounds follow.
SMILES	EP2 modulator	Hck Nef HTS	Tb hexokinase	eIF4E 4G PPI	L929 necroptosis	Rad51 HR inh	PGE2 EP2 inh	14-3-3 Bad PPI	m-calpain inh
CCOC(=O)N1CCC(NC(=O)c2cc(C(=O)Nc3cccc(OC)c3)ccc2CO)CC1	-6	1	-1	4	-0.3	3	6	-6	6
C1=C(N2CCOCC2)/C(=C/c2nc3ccccc3[nH]2)CC1	-3	.	.	10	.	-10	18	-8	-82
CCN(CC)S(=O)(=O)c1ccc(/C=C/C(=O)OCC(=O)Nc2cccc3ccccc23)cc1	19	1	8	-2	2.3	-6	10	10	2
CCOC(=O)c1sc(NC(=O)c2ccc(C)o2)nc1C	9	6	-43	-4	1.1	11	5	2	7
CCCCCCNC(=O)CSc1nccn1Cc1ccccc1	0	-2	-11	-2	-0.6	-5	11	-10	30
CCNC(=O)CCc1nc(-c2ccc(C(C)(C)C)cc2)no1	21	-1	-2	-5	3.5	-2	3	4	7
Cc1c(NC(=O)CCSCCc2ccccn2)cccc1[N+](=O)[O-]	-19	18	1	-1	1.8	-4	6	-7	-18
Cc1cc(/C=C2/C(=O)NN(c3ccccc3)C2=O)c(C)n1-c1cccc(O)c1	10	3	-7	3	36	-9	10	-10	-4
COc1ccc(CC(=O)N(CC2CCCO2)c2nc3ccccc3s2)cc1 (stereo not given)	30	-2	2	2[fluorescence artefact?]	-0.1	1	4	-2[fluorescence artefact?]	12
C/C(N)=C(/C#N)C(=O)COC(=O)c1cccc(C)c1O	-11	-3	9	1	0.1	3	15	-1	-15
COC(=O)c1ccccc1NC(=O)COc1ccc(S(=O)(=O)NC(C)C)cc1	-28	17	-8	1	17	6	12	-11	11
Cc1nc(NCc2ccc3c(c2)OCO3)c2oc3ccccc3c2n1	-58	14	-3	-7	0.6	-2	36	68	21
CN(Cc1ccccc1NS(=O)(=O)c1ccc2ccccc2c1)C1CCCCC1	19	26	1	1	-0.8	-4	5	-1	33
